Source: PubChem BioAssay
TEAD-YAP block = TEAD-YAP interaction inhibition, primary screen, TEAD-YAP interaction inhibitor project, luminescence, HEK-TIYL cells. TEAD-Gal4/YAP UAS-luciferase luminescence. inhibition, % at 9.12 µM. 640,000 compounds, 1.4% hits; in the data active = inhibition above about 32%;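 also: 0% = median of test compound wells and 100% = reference inhibitor wells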
GPR151 activ = activators of human GPR151, primary screen, cell-based, PathHunter beta-arrestin, luminescence | PathHunter beta-arrestin GPR151 cells | AID 1508602, 2020 | G-protein coupled receptor 151 (Homo sapiens), Q8TDV0 | 650,000 compounds, 1% hits | activation, % at 11.2 µM; in the data active = activation above about 4.9%;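 also: 0% = median of compound wells and 100% = cells with positive control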
FBW7 activator = FBW7 E3 ligase activators, primary screen, biochemical, AlphaScreen, human. AlphaScreen FBW7–phospho-cyclin E peptide binding, activator screen. normalized activity (activation), % at 26.1 µM. 650,000 compounds, 0.13% hits. AID 1259310, 2017; in the data active = normalized activity above about 1.9%;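 also: purified mutant Fbw7 with reduced substrate affinity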
Target sequence (Q969H0 whole entry, looked up): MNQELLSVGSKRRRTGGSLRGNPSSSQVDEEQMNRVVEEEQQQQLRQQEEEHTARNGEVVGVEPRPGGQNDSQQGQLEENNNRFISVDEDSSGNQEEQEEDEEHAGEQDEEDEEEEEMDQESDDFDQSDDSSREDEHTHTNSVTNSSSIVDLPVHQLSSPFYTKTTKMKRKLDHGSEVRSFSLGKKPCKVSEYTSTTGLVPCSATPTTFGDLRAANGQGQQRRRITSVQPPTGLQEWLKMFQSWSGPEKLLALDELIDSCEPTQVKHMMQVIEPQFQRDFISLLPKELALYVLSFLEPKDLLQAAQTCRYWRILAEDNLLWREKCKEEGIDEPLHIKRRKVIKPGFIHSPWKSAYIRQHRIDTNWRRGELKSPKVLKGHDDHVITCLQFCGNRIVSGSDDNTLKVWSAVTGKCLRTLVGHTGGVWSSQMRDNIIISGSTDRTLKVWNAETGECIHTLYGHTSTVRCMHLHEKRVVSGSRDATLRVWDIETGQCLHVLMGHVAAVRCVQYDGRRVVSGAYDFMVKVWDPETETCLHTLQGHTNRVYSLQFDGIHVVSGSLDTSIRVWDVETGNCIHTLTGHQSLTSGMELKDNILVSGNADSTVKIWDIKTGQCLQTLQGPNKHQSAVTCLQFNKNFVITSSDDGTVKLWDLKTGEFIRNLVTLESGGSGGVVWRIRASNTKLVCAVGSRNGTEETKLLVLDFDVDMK
MITF inh = MITF inhibitors, primary screen, biochemical, AlphaScreen, human; Microphthalmia-associated transcription factor (Homo sapiens), O75030; AlphaScreen MITF homodimerization, bead proximity signal; inhibition, % at 2.6 µM; 650,000 compounds, 0.91% hits; AID 1259374, 2018; in the data active = inhibition above about 50%;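 also: 0% = vehicle wells with protein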
* = called active by the depositor.

entry | structure | MITF inh | GPR151 activ | TEAD-YAP block | FBW7 activator
1 | O=C(CCNC(=O)c1ccccc1Cl)NCC1CCCO1 (centres undefined) | -1 | -1.3 | -6 | -0.1
2 | CCOC(=O)c1[nH]c2c([N+](=O)[O-])cc(C)cc2c1C | -7 | -0.3 | 10 | -0.1
3 | COc1cc(-c2nnn(CC(=O)O)n2)cc(OC)c1OC | -6 | -0.4 | 7 | 0.0
4 | CCOc1ccccc1NC(=O)c1c(O)c2ccccc2[nH]c1=O | 3 | 0.2 | -2 | 0.3
5 | CC(NC(=O)C1CC1)c1nnc2n1CCN(Cc1cccc(Oc3ccccc3)c1)CC2 (centres undefined) | -6 | -0.9 | -2 | -0.1
6 | Cc1nn(-c2ccccc2)c2c1cc1c(=O)[nH]c(=O)nc-1n2-c1cccc(Cl)c1 | 13 | 0.3 | 6 | 0.1
7 | COc1cccc(C(=O)Nc2ccccc2NC(C)=O)c1 | 0 | -1.8 | 0 | -0.2
8 | Cc1cnc(Nc2ncccn2)nc1Nc1ccc(Oc2ccccc2)cc1 | 12 | 1.3 | 15 | -0.1
9 | CC(=O)N(C1=C(Cl)C(=O)c2ccccc2C1=O)c1cccc(Br)c1 | 2 | 0.2 | 6 | 0.0
10 | CC(C)NC(=O)Cn1c(SCC(=O)Nc2nccs2)nc2ccccc21 | 3 | 0.4 | 8 | 0.0
11 | CCOc1ccc(C2C=C(c3ccc(CC)cc3)Nc3ncnn32)cc1OC (centres undefined) | 27 | -0.3 | 37* | 0.0
12 | Cc1cc(F)ccc1S(=O)(=O)N1CCCOC1CNC(=O)C(=O)NC1CCCC1 (centres undefined) | 8 | 0.8 | 2 | 0.0
13 | O=C1C(c2ccnc3ccccc23)=C(O)c2cc(Br)ccc21 | 11 | 0.5 | -8 | 0.9
14 | CCC(=O)NCCNc1ccc([N+](=O)[O-])cn1 | -6 | 1.5 | 4 | -0.1
15 | Cc1c(C#N)sc(NC(=O)CCl)c1C#N | -9 | 0.3 | 1 | 0.0
16 | Cc1nn(C(C)C(=O)N2CCCCC2)c(C)c1[N+](=O)[O-] (centres undefined) | 10 | 0.6 | -8 | 0.1
17 | COc1ccc(S(=O)(=O)N(CC(=O)Nc2c(C)n(C)n(-c3ccccc3)c2=O)c2ccc(C)cc2)cc1 | -2 | -0.7 | -10 | -0.3
18 | Cc1noc(C)c1-c1nc(NCCO)c2ncn(C3CCCCC3)c2n1 | 4 | 0.2 | 8 | 0.0
19 | CCOC(=O)c1[nH]c(C)c(CN(CC2CCCO2)S(=O)(=O)CC)c1C (centres undefined) | -12 | 0.8 | -8 | -0.1
20 | COC(CNc1cc(-c2ccccc2)nc(-c2ccccn2)n1)OC | 12 | 0.8 | 48* | -0.6
21 | CS(=O)(=O)N1CCC(C(=O)N(Cc2ccccc2)Cc2ccccc2)CC1 | 5 | 0.5 | 2 | 0.0
22 | CCN1CNC(=S)N(c2ccccc2OC)C1 | -10 | 1.4 | 9 | -0.1
23 | O=C(Nc1sccc1-c1nc2ccccc2s1)c1ccc(F)c(F)c1 | 14 | 1.1 | -6 | 0.2
24 | COc1ccc(CC(=O)Nc2c3c(nn2-c2ccccc2)CSC3)cc1 | 8 | 0.0 | 9 | 0.0
25 | COc1cccc(CN2CCN(Cc3ccncc3)[C@@H](C)C2)c1 | 17 | -0.9 | 1 | 0.4
26 | N#CC1=C(N)N(c2ccc(Oc3ccccc3)cc2)C(=O)C1 | -3 | 0.1 | 8 | 0.0
27 | CCCN1CCC(N(C2CC2)S(=O)(=O)c2cccc(C(F)(F)F)c2)CC1 | 5 | 0.5 | 2 | 0.0
28 | CC(=O)c1cccc(S(=O)(=O)N2CCC3(CC2)Nc2ccccc2-n2cccc23)c1 | -9 | -0.9 | 0 | -0.1
29 | O=C(N/N=C/c1cc(Cl)cc([N+](=O)[O-])c1O)c1cccnc1 | 29 | 1.0 | 2 | -0.8
30 | O=C(/C=C\c1ccccc1)N1CCN(Cc2nnnn2-c2cccc(F)c2)CC1 | 0 | 0.0 | 15 | -0.1
31 | COCCn1nnnc1C(c1cccc(C(F)(F)F)c1)N1CCc2ccccc21 (centres undefined) | 2 | 1.3 | -6 | -0.2
32 | COC(=O)c1cc(S(=O)(=O)N2CCN(c3ccccc3F)CC2)c[nH]1 | 6 | 3.3 | 1 | 0.2
33 | CCOC(=O)c1c(C=O)c2ccccc2n1CC(=O)OC | 12 | 1.3 | -6 | 0.0
34 | Cc1ccc(CNC(=O)c2ccc3c(c2)NC(=O)C(CSCc2ccccc2C)N3)cc1 (centres undefined) | 11 | 0.1 | -2 | 0.0
35 | CCc1ccc(Oc2coc3cc(OCC(=O)OC(C)C)ccc3c2=O)cc1 | 10 | 0.0 | 1 | 0.0
36 | O=Cc1cccc(OCc2ccc([N+](=O)[O-])cc2)c1 | -4 | -5.1 | -45 | 1.4
37 | COc1ccc(C(=O)N2CC(=O)Nc3ccc(C)cc3C2c2ccccc2)cc1 (centres undefined) | -6 | -0.3 | 11 | 0.2
38 | COc1cc(C(c2cc(Cl)c3cccnc3c2O)N2CCN(c3ccccc3)CC2)cc(OC)c1OC (centres undefined) | 29 | -0.5 | 25 | -0.4
39 | COc1cc(CN(CCCN(C)C)CCCN(C)C)c([N+](=O)[O-])cc1OC | 46 | -0.2 | 13 | 0.0
40 | COc1cc(C(=S)N2CCCCC2)ccc1OC(=O)c1ccc([N+](=O)[O-])cc1 | -5 | -0.7 | -7 | 0.0

Profiles as entered above.
O=C(N/N=C/c1cc(Cl)cc([N+](=O)[O-])c1O)c1cccnc1 is listed with MITF inh: 29; GPR151 activ: 1.0; TEAD-YAP block: 2; FBW7 activator: -0.8
Cc1ccc(CNC(=O)c2ccc3c(c2)NC(=O)C(CSCc2ccccc2C)N3)cc1 (centres undefined) is listed with MITF inh: 11; GPR151 activ: 0.1; TEAD-YAP block: -2; FBW7 activator: 0.0

Going on with the list:
entry | structure | MITF inh | GPR151 activ | TEAD-YAP block | FBW7 activator
41 | CCOc1ccc(CN2CCC(C(=O)N3CCN(Cc4ccccc4)CC3)CC2)cc1 | 46 | -0.7 | 7 | 0.9
42 | O=C(CC1C(=O)NCCN1Cc1ccc(-c2ccccc2)cc1)NC1CCCCC1 (centres undefined) | 4 | -0.6 | 7 | 0.1
43 | CCc1ccc(NC(=O)CSc2nc3ncccc3[nH]2)cc1 | 0 | 6.5* | -10 | 0.1
44 | CN1CCC(NC(=O)c2ccccc2)CC1 | 16 | 0.1 | -2 | 0.8
45 | Nc1cc2c(S(=O)(=O)O)cc(S(=O)(=O)O)cc2cc1S(=O)(=O)O | 52* | -0.2 | 1 | 0.0
46 | CCOc1ccc(/C=C2\CN(C)CC3=C2OC(N)=C(C#N)C3c2ccc(OCC)cc2)cc1 (centres undefined) | -13 | -0.2 | -5 | 0.0
47 | Cc1nn(CC(=O)NCCN2CCCCCC2)c(=O)c2cccn12 | 5 | -1.7 | -5 | -0.2
48 | CCC(=O)N1CCCc2ccc(NC(=O)NCc3cccc4ccccc34)cc21 | 8 | 1.2 | -7 | 14*
49 | CC1=C(C(=O)OC(C)C)C(c2cc3c(cc2Br)OCO3)C2=C(CCCC2=O)N1 (centres undefined) | -2 | 1.8 | 5 | 0.1
50 | CCOc1ccc(N2C(=O)C3C(C(C)=O)=NN(c4cccc(C)c4)C3C2=O)cc1 (centres undefined) | -5 | 0.2 | 6 | 0.0
51 | COc1ccc(NC(=O)CSc2nnc(N)s2)cc1 | 3 | 1.9 | -2 | 0.0
52 | Cc1onc(-c2ccccc2)c1C(=O)n1nnc2ccccc21 | -4 | -0.2 | -6 | 0.1
53 | CCOc1ccc(-c2[nH]ncc2CNCc2cccc(F)c2)cc1 | 5 | 0.7 | 2 | 0.1
54 | COCCNC(=O)[C@@H]1C[C@H](NCc2cccc3ccccc23)CN1C(C)C | 7 | -0.2 | -3 | 0.2
55 | Cc1cccc(COn2c(=O)c(-c3ccccc3)[n+]([O-])c3ccccc32)c1 | 18 | 0.6 | 21 | 0.2
56 | CCN1/C(=C/c2ccc3ccc(C)cc3[n+]2CC)Sc2ccccc21 | 8 | 0.4 | 87* | 0.0
57 | O=C1CCN(S(=O)(=O)c2ccc(OCc3cnc(Cl)s3)cc2)CC1 | -10 | -0.4 | 2 | -0.1
58 | Cc1ccccc1CN1CCN(CC(=O)NCc2cccs2)C1=O | 2 | 0.0 | 0 | -0.1
59 | CCOc1cccc(C(=O)Nc2cc(-c3nc4ccc(C)cc4o3)ccc2Cl)c1 | 3 | -0.5 | 11 | 0.3
60 | CC(C)C(c1nnnn1CCc1ccccc1)N1CCN(C)CC1 (centres undefined) | -11 | -0.9 | -1 | -0.1
61 | Cc1cc(=O)[nH]c(NC2CCN(S(=O)(=O)c3ccccc3)CC2)n1 | -9 | 2.9 | -1 | 0.1
62 | COc1ccc(-c2nnc(-c3cccc(F)c3)o2)c(OC)c1OC | 1 | 0.1 | -30 | 0.2
63 | O=C(Nc1ccccc1C(=O)Nc1ccccc1)c1cccc(S(=O)(=O)N2CCCCC2)c1 | 4 | -0.9 | -3 | -0.3
64 | Cc1cccc(C(=O)NNS(=O)(=O)c2ccccc2[N+](=O)[O-])c1O | -6 | 0.8 | 1 | -0.2
65 | CS(=O)(=O)N(CC(=O)N1CCOCC1)c1ccc(Oc2ccccc2)cc1 | 2 | 0.6 | -5 | 0.0
66 | COc1ccc(N(CC(=O)NC2CC2)S(=O)(=O)c2ccccc2[N+](=O)[O-])c(OC)c1 | -2 | 0.0 | -1 | -0.2
67 | CCCS(=O)(=O)c1ncc(Cl)c(C(=O)Nc2ccc(OC(F)F)cc2)n1 | 0 | -1.9 | 17 | 0.0
68 | CC(=O)OC(OC(C)=O)C12C=CC(O1)C1C(=O)N(c3cc([N+](=O)[O-])ccc3Cl)C(=O)C12 (centres undefined) | 4 | -1.4 | 6 | 0.1
69 | Nc1cc(Cl)ccc1C(=O)OCC(=O)Nc1ccc(OC(F)F)cc1 | 3 | 1.7 | -3 | -0.2
70 | CC(=O)C1=C(O)C(=O)N(CCCNCCO)C1c1ccc(C)cc1 (centres undefined) | 10 | -0.1 | 1 | 1.0
71 | CCC(C)c1ccc(OCC(=O)Nc2ccccc2N2CCOCC2)cc1 (centres undefined) | -1 | 1.5 | 3 | 0.0
72 | O=C(/C=C/c1ccccc1)OC/C=C/c1ccccc1 | 11 | 1.1 | 5 | 0.2
73 | O=C1c2ccccc2C(O)(c2ccccc2)N1C1CCCC1 (centres undefined) | 0 | -0.2 | 2 | -0.1
74 | CC(C)CC(=O)N1CCN(c2ccc(F)cc2)CC1 | 3 | 1.8 | 5 | 0.4
75 | CCOc1ccc(C2C(C(=O)Nc3ccc(OC)cc3OC)c3ccccc3C(=O)N2CCN2CCOCC2)cc1 (centres undefined) | -17 | 0.7 | 8 | 0.0
76 | O=c1ccc2ccc(OCCn3cnc([N+](=O)[O-])n3)cc2o1 | 3 | -0.1 | 20 | 0.3
77 | CCOC(=O)c1c(NC(=O)c2ccc(C)cc2)sc2c1CCN(C(=O)OCC)C2 | -2 | -0.1 | -5 | 0.0
78 | CS(=O)(=O)c1cccc(S(=O)(=O)N2CCCc3ccccc32)c1 | 9 | -2.7 | 4 | 0.7
79 | Cc1ccc(CN(C(=O)c2csnn2)C(C(=O)NC2CCCC2)c2ccccn2)cc1 (centres undefined) | 4 | 1.4 | 8 | 0.1
80 | Cc1ccc(NC(=O)C2CCN(C(=O)c3ccccc3)CC2)cc1C | 6 | -0.4 | -2 | 0.1
81 | O=C(Oc1ccc2c(c1)OCO2)[C@@H]1CCCN1S(=O)(=O)c1ccc(Cl)cc1 | -4 | 0.2 | 3 | 0.1
82 | CC(C)c1ccccc1NC(=O)CCN1C(=O)c2ccccc2C1=O | -3 | -1.3 | -2 | 0.5
83 | O=C1C2CC(c3ccccc3)=C3C4C=CC(C5C(=O)N(c6cccc(Cl)c6)C(=O)C45)C3C2C(=O)N1c1cccc(Cl)c1 (centres undefined) | -1 | 0.5 | -3 | 0.0
84 | O=C1OC(c2ccc(-c3ccccc3)cc2)=N/C1=C/c1ccc([N+](=O)[O-])cc1 | 9 | 1.7 | 8 | 0.0
85 | O=C(CN1CCN(Cc2ccccc2Cl)C1=O)NCc1ccccc1Cl | -1 | -1.0 | 4 | 0.1
86 | CCCCN(C)C(=O)CCS(=O)(=O)c1cc2c(cc1Cl)NC(=O)CO2 | 14 | -2.1 | -2 | 0.3
87 | O=c1c(Cl)c(N2CCCC2)cnn1Cc1ccccc1 | -8 | 0.7 | -8 | -0.1
88 | O=C(Nc1ccc(S(=O)(=O)NCc2ccccc2)cc1)c1ccc2c(c1)OCO2 | -8 | 0.0 | 21 | -0.3

Grouped by structure: those above with a thiophene ring, fused or not.
entry | structure | MITF inh | GPR151 activ | TEAD-YAP block | FBW7 activator
15 | Cc1c(C#N)sc(NC(=O)CCl)c1C#N | -9 | 0.3 | 1 | 0.0
23 | O=C(Nc1sccc1-c1nc2ccccc2s1)c1ccc(F)c(F)c1 | 14 | 1.1 | -6 | 0.2
58 | Cc1ccccc1CN1CCN(CC(=O)NCc2cccs2)C1=O | 2 | 0.0 | 0 | -0.1
77 | CCOC(=O)c1c(NC(=O)c2ccc(C)cc2)sc2c1CCN(C(=O)OCC)C2 | -2 | -0.1 | -5 | 0.0
